Screening results deposited in PubChem BioAssay by several laboratories.
HSF1 inhib – HSF1 inhibition. NIH3T3-HGL HSE-luciferase, MG132-induced, luminescence 8 h; active compounds read low. activity change, negative = inhibition, % at 7.5 µM (by protocol). 300,000 tested, 0.77% active. AID 2098;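 active = more than half of replicate wells show activity change below -50%, luminescence cut by over half; inconclusive = some wells, but at most half, below -50%; inactive = no replicate well below -50%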;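 note: luciferase reports HSF-1 transcriptional activity via heat shock element; 0% = median of DMSO wells and -100% = zero luminescence signal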
AI-2 QS mod – modulates the Vibrio harveyi AI-2 quorum sensing system; Vibrio harveyi JMH597 AI-2 luminescence/OD600 ratio, 9 h; active compounds read low; strain lacks LuxN and CqsS sensors; 0 = neutral-control median; activity change, % at 7.5 µM; 300,000 tested, 0.4% active; in the data active = activity change below about -75%, passing the limit was not always enough; inconclusive = no clear call, values can overlap the other calls;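 note: luminescence divided by OD600 gain over 9 h not by final OD600 alone; inactives centre near 13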
HSF1 activator – increases HSF-1 driven luciferase reporter signal | 300,000 tested, 1.7% active | NIH3T3-HGL HSF-1 luciferase reporter, MG132, 8 h; 100% = twice DMSO control signal | AID 504408 | activation, % at 9 µM;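 active = mean replicate activation of at least 50% with a set share of replicates each reaching 50%; inconclusive = only one of those two conditions met; inactive = mean below 50% and too few replicates reaching it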;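 note: 0% = median of the neutral control wells and 100% = twice that signal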
HIF activator – HIF pathway transcriptional activation; 300,000 tested, 0.32% active; U2OS HRE-luciferase reporter, luminescence; normalized: DMSO 0%, desferrioxamine 100%; activation, % at 7.5 µM (by protocol); AID 1910;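 active = mean activation of at least 10% of the iron chelator positive control signal, with at least half of replicates also reaching 10%; inconclusive = mean and replicate majority disagree about reaching 10%; inactive = mean and most replicates under 10%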
KLF5 inhibitor – suppresses KLF5 promoter-driven expression; 290,000 tested, 0.23% active; inhibition, % at 5 µM; DLD-1 KLF5 promoter-luciferase reporter, luminescence;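 active = inhibition above a per-plate limit of that plate's mean compound inhibition plus 3 SD, cut at about 60% in these data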;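 note: 0% = DMSO wells and 100% = LY294002 at 200 µM; higher means less KLF5 promoter-driven luciferase light; inactives centre near -14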
HSP90 inh – blocks HSP90-mediated luciferase refolding in reticulocyte lysate | Rabbit reticulocyte lysate, luciferase refolding luminescence, 3 h | inhibition, % at 5.6 µM | 290,000 tested, 0.91% active;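 active = inhibition above the screen-wide mean plus 3 SD, computed separately per campaign, cut at about 16% in these data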;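 note: 0% = DMSO wells and 100% = 60 µM geldanamycin wells; inhibitors lower the luminescence because luciferase stays unfolded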
SKKanGAS inh – SKKanGAS growth inhibition. 300,000 tested, 1.3% active. S. pyogenes SKKanGAS, kanamycin growth, BacTiter-Glo, 6 h. inhibition, % at 7.5 µM. AID 1662;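 active = mean replicate score, as percent of positive control median, at least 50; inconclusive = mean below 50 but one replicate at or above 50; inactive = mean and every replicate below 50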;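 note: strain carries kanamycin resistance gene driven by streptokinase promoter and grows in 40 µg/ml kanamycin; loss of luminescence reflects streptokinase promoter inhibition or plain growth inhibition; 0% = median of DMSO wells and 100% = positive control at its reference dose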
aSyn UTR inh – MLPCN primary screen, SNCA 5' untranslated region; alpha-synuclein 5'UTR reporter, inhibitor activity; inhibition, % (tested at 7.5 µM); 300,000 tested, 0.82% active; AID 1813; in the data active = inhibition above about 60%; inconclusive = no clear call, values can overlap the other calls;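 note: H4 neuroglioblastoma cells stably carrying SNCA 5'UTR luciferase fusion; 0% = DMSO wells and 100% = positive control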
Platelet DG rel – platelet dense granule release activity; human platelet-rich plasma, SFLLRN dense granule ATP release, luminescence; inhibition, %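 (compounds screened at 7.5 µM in platelet-rich plasma)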; 300,000 tested, 0.22% active; AID 1663;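 active = mean replicate score, as percent of positive control, at or above 50; inconclusive = mean below 50 but at least one replicate at or above 50; inactive = mean and every replicate below 50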
IEC-6 tox – kills IEC-6 intestinal cells in KLF5 counter-screen. 290,000 tested, 0.78% active. inhibition, % at 5 µM. IEC-6 cytotoxicity, luminescence viability. AID 1825; in the data active = inhibition above about 22%;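 note: 0% = plate median of test compound wells and 100% = cytotoxic reference compound wells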
Active calls of the source: *; ? = inconclusive; . = not tested or not shown.

SMILES	HSF1 inhib	AI-2 QS mod	HSF1 activator	HIF activator	KLF5 inhibitor	HSP90 inh	SKKanGAS inh	aSyn UTR inh	Platelet DG rel	IEC-6 tox
COC(=O)c1ccc(NC(=S)N2CCN(Cc3ccccc3)CC2)cc1	2	-2	-5	0.0	10	0	-1	2	-1	0
COc1ccc(CNC(=O)CSc2nnc3nc(C)cc(C)n23)cc1OC	-3	9	-7	-0.2	-16	5	-12	11	0	0
O=C(Nc1ccccc1C(F)(F)F)C1CC(=O)N(c2ccccc2F)C1 (stereo not given)	5	0	9	0.6	-26	-3	-1	-6	-6	-1
COc1ccc(C(=O)N/C(=C\c2cc(OC)c(OC)cc2[N+](=O)[O-])C(=O)NCC(=O)O)cc1	-8	16	-13	0.1	-15	1	-2	-30	1	4
Cc1ccc(OCCSc2ncccn2)c(C)c1	36	17	62*	1.3	-114	2	-14	-78	8	5
CCn1c(SCC(=O)Nc2cccc(C(C)=O)c2)nnc1C(C)C	-3	7	-4	-0.3	14	3	0	3	1	-4
COc1ccc(OCC(=O)Nc2sc3c(c2C(=O)NCC2CCCO2)CCC3)cc1 (stereo not given)	6	25	10	-0.2	-11	-1	8	3	-5	1
CSc1ccc(/C=C/C(=O)c2ccc(NC(=O)Cc3ccccc3)cc2)cc1	27	18	31	-0.4	9	7	20	-8	0	2
CCc1ccc(C(=O)COC(=O)c2cnc(C)cn2)cc1	-6	-25	-1	0.4	-18	-3	-3	2	3	-4
CCCC(C(=O)Nc1ccc(C)c(S(=O)(=O)N2CCOCC2)c1)c1ccccc1 (stereo not given)	4	-4	8	-1.3	.	.	-3	21	-7	.
CCCOc1cccc(-c2nnc(NC(=O)c3ccco3)s2)c1	13	11	16	-0.1	-54	0	3	-56	3	12
CN(C(=O)c1ccc(=O)n(Cc2ccc(Cl)cc2)c1)c1ccccc1	5	10	2	-0.7	-7	-2	3	30	-1	2
COc1ccc(C(=O)C2CCCN(Cc3cccn3-c3ccccn3)C2)c(OC)c1 (stereo not given)	-1	1	18	-0.2	16	6	2	33	7	22
CCOC(=O)c1ccccc1NC(=O)Cc1sc(-c2cccnc2)nc1-c1ccc(C)cc1	3	-8	0	-0.4	-14	0	35	4	7	0
Cc1nc2cc(NC(=O)N3CCC(c4ccccc4)C3)ccc2n1C (stereo not given)	10	30	11	2.4	-67	1	-11	-104	-1	2
Cn1nc(C(=O)NCc2ccccc2)cc1C(=O)NCc1ccccc1	0	23	-4	0.8	2	0	-8	6	0	3
CCN(Cc1ccccc1)C(=O)Cn1cc2c(n1)CCCC2	-3	23	-5	-0.1	-22	-4	-1	-3	4	-6
Cc1noc(C)c1S(=O)(=O)N1CCCCC1	12	4	23	0.3	-44	-1	4	0	0	-2
O=C(Nc1cccnc1)c1cccnc1	8	-12	-2	0.2	-9	1	-2	10	-1	-6
O=C(CN1CCN(c2ccccn2)CC1)NC1CCCCC1	-6	13	-6	0.0	-39	-1	-5	11	-9	0
COCCn1c(SCc2cccnc2)nnc1-c1c[nH]c2ccccc12	-2	-5	7	-0.4	-21	-2	-3	8	-4	-13
Cc1cccc(C)c1NC(=O)CNC(=O)c1c(C)nn(C)c1Cl	-4	22	-9	-0.1	-15	-2	0	19	-2	1
O=C(NNC(=O)C12CC3CC(CC(O)(C3)C1)C2)c1csc(N2CCOCC2)n1	-3	10	-6	-0.1	-24	-1	8	3	37	10
Nc1ncnc(N)c1N=Nc1ccccc1	0	-18	17	0.7	-65	1	-2	112*	11	36*
Cc1ccc(-c2cc(C(=O)Nc3c(C)n(C)n(-c4ccccc4)c3=O)[nH]n2)c(O)c1	-4	10	-3	-0.7	-7	2	-4	0	-2	-2
CN(C)c1cccc(C(=O)N2CCC(n3nccc3NC(=O)C3CCOC3)CC2)c1 (stereo not given)	-2	20	-5	1.2	-21	-2	-7	28	0	-4
COc1ccc(CNCC(=O)Nc2cc(OC)cc(OC)c2)cc1	0	1	5	-0.8	-25	2	13	12	23	-2
CS(=O)(=O)Oc1ccc(Br)c2cccnc12	-7	-4	-2	0.0	-15	-2	-6	22	5	0
Cc1c(Cl)cccc1NC(=S)NCCC(C)C	-5	1	9	-33	10	2	5	-7	-1	6
COc1cccc(NC(=O)CN(C)C(=O)c2cc3c(s2)CCC3)c1	7	14	-11	1.0	.	.	-6	17	0	.
Cc1ccc(-n2c(=S)[nH]c3c(oc4ccccc43)c2=O)cc1C	-34	12	-37	0.1	-25	4	7	-61	-3	-9
COc1ccc2cnn(-c3ccccc3C)c(=O)c2c1OC	-8	16	-1	-0.6	-21	-4	-6	3	3	-1
CCOc1ccc(N(CC(=O)NCCSCc2ccc(Cl)cc2)S(C)(=O)=O)cc1	14	17	12	-1.7	-15	0	9	8	-4	-5
C=CCn1c(C)nc2c(cnn2-c2ccccc2)c1=O	4	26	5	0.3	-14	-1	-12	-10	8	1
CCCCNC(=O)c1ccccc1NC(=O)C1=C(C)OCCS1	5	5	-6	0.2	4	2	1	9	-8	1
Fc1c(CSC(=S)N2CCOCC2)cccc1CSC(=S)N1CCOCC1	4	15	6	-0.2	-11	-1	16	-4	1	-2
O=C(Nc1ccccc1C(=O)Nc1nnc(C(F)(F)F)s1)c1ccccc1	-8	20	-7	0.4	-1	3	97*	?	0	3
COc1ccccc1C(=O)Nc1ccc2c(c1)CCCN2C(=O)c1cccs1	17	19	21	-0.1	-14	0	7	-28	25	10
CC(C)Cn1c(N)c(C(=O)NCCN2CCOCC2)c2nc3ccccc3nc21	10	12	-13	-0.4	-1	3	1	41	3	1
Cc1ccc(S(=O)(=O)N2CCCC2)s1	-6	34	-5	0.2	-12	4	-2	6	22	-1
CCN1CCN(C(c2cccs2)C(C)NC(=O)C(=O)N2CCCCC2)CC1 (stereo not given)	-13	13	-16	0.3	-25	-2	-11	-1	2	-2
CSc1nc2ccc(NC(=O)c3ccc(=O)[nH]c3)cc2s1	-1	-3	-3	-0.1	-21	2	-2	-1	-5	6
CCCCC(=O)Nc1sc2c(c1C#N)CC(C)(C)OC2	9	-1	41	1.0	-17	0	-23	-29	-6	5
Cc1cccc(NCc2cc(Cl)cc(Cl)c2O)n1	0	3	-4	-0.3	-67	18*	4	-8	0	4
CC(=O)Nc1ccc(S(=O)(=O)NCCc2ccc(F)cc2)cc1	3	21	13	0.0	-27	0	-2	-7	22	1
COCC(C)n1c(C)cc(C(=O)Cn2nc(C(=O)O)c3ccccc3c2=O)c1C (stereo not given)	-31	14	-29	0.6	-33	42*	0	-42	18	4
CCC(C)(C)n1nnnc1C(c1cccs1)N1CCCCC1 (stereo not given)	-2	29	-14	0.0	-18	-4	8	10	-2	-6
O=C(NNC(=O)c1ccccc1F)c1ccco1	2	3	12	0.4	-31	-2	3	-28	10	8
CSC1=NCCN1C(=O)Cc1ccc(Cl)cc1	1	10	7	0.0	-23	-2	-1	8	9	0
CCNC(=O)COC(=O)CCNC(=O)c1ccc(Cl)cc1	-10	5	-11	0.3	-10	-1	1	5	12	-4
The listing continues.
SMILES	HSF1 inhib	AI-2 QS mod	HSF1 activator	HIF activator	KLF5 inhibitor	HSP90 inh	SKKanGAS inh	aSyn UTR inh	Platelet DG rel	IEC-6 tox
Cc1ccc(C2CC(=O)c3cnc(NC(=O)c4ccco4)nc3C2)cc1 (stereo not given)	2	30	9	-0.2	21	4	1	6	-2	0
O=c1c2ccccc2nc(/C=C/c2ccc(O)cc2)n1CCc1ccccc1	14	35	10	-0.4	11	-1	21	-20	-7	-3
O=C(COC(=O)c1nc(Cl)ccc1Cl)NC(=O)c1ccccc1	0	8	1	-1.4	-3	1	9	-11	-3	2
COc1ccc(NS(=O)(=O)c2cccc(C(=O)NC3CCN(Cc4ccccc4)CC3)c2)cc1	1	10	-7	-0.1	-7	4	-2	15	10	9
CCOc1ccc2nc(SCC(=O)c3ccc(Cl)s3)sc2c1	11	-3	9	1.8	-24	6	1	-19	6	4
O=c1[nH]c(/C=C\c2ccc(O)cc2)nc(O)c1[N+](=O)[O-]	0	-1	-3	0.0	-24	4	-1	10	-1	-4
O=C(c1cn(-c2ccccc2)nc1-c1cc2ccccc2oc1=O)N1CCOCC1	-11	9	-1	-0.1	-11	-2	-2	-53	-1	0
O=C(CSc1nc(-c2ccco2)cc(C(F)(F)F)n1)NCC1CCCO1 (stereo not given)	0	9	-4	-0.3	-16	-2	-4	15	5	-7
CCN(c1cc(C)cc(C)c1)S(=O)(=O)c1nnc(NC(=O)c2ccco2)s1	-3	0	0	-0.5	0	-1	25	3	-1	1
CCC(C)(C)NC(=O)CN(C(=O)CCC(=O)Nc1nccs1)c1ccc2c(c1)OCO2	1	21	3	0.1	-20	-3	-2	-14	1	-4
O=C(CN1CC(c2ccccc2)CC1=O)N/N=C/c1cc(Br)ccc1O (stereo not given)	1	-28	-5	9.2	52	-6	79*	34	2	-2
O=C(NCc1ccccc1)c1csc(-c2cccnc2)n1	-22	.	-28	0.6	-6	3	5	-14	-3	1
COc1cccc(C(=O)NCC(=O)OCC(=O)Nc2ncc(Cl)cc2Cl)c1	-12	0	11	-0.1	16	5	-10	-1	-8	1
CCCc1nn(C)c(C(=O)Nc2ccccc2)c1Cl	-1	5	12	0.6	-122	36*	-10	-98	-14	-4
Cc1ccc(Nc2c(-c3ccccn3)nc3ccc(C)cn23)cc1	-2	9	-10	122*	6	4	97*	36	0	-1
O=C(N/C=C\c1ccccc1)NCc1ccc(Cl)cc1	-2	0	-7	0.0	-2	0	8	-4	-2	-3
O=C(Nc1nnc(S(=O)(=O)N2CCCCCC2)s1)c1ccccc1	-18	4	-37	1.1	-85	-2	9	-65	-6	3
O=C(O)c1cccc(C(=O)O)c1Br	-3	11	1	-0.4	5	-4	-6	-4	-1	-9
c1ccc2sc(SCSc3nc4ccccc4s3)nc2c1	9	13	7	1.0	-13	-1	54*	-19	3	-6
O=C(CSc1nnc(-c2ccccc2O)o1)Oc1ccc(Br)cc1	1	20	0	-0.2	7	-2	-3	14	-17	-1
CC(C)N(Cc1ccccc1)C(=O)CC(=O)N(Cc1ccccc1)C(C)C	-1	0	-10	-0.2	-32	-1	11	-10	3	1
O=C(N/N=C/c1ccc(O)cc1)c1cccc(N/N=C/c2ccc(O)cc2)c1	-18	14	-29	1.0	-58	12	6	-108	5	4
COc1cc(OC)c(C2C3=C(CCCC3=O)Nc3nc4ccccc4n32)cc1OC (stereo not given)	-1	2	1	-0.4	-22	6	-7	33	-10	-6
COCCN1Cc2cccc(C(=O)Nc3cc(OC)ccc3OC)c2C1=O	10	4	-2	0.3	-15	0	6	19	-5	1
Cc1ccc2nc(-c3ccc(NC(=O)COCC(=O)O)cc3)sc2c1	-2	22	13	1.9	-131	-2	1	-96	3	0
